Screening data from PubChem.
CHT inh: human CHT choline transport inhibition; Q9GZV3; CHT-expressing cells, membrane potential dye, choline response; hits give low values; B-score at 10 µM; 310,000 tested, 0.86% active; AID 488975;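 active = B-score over 3 SD under the library average, and starting fluorescence ratio not unusually high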;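 note: choline stimulus applied at its EC90 after an EC20 pre-addition; B-score computed on integrated fluorescence ratio after choline addition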
Target sequence (Q9GZV3 whole entry, looked up): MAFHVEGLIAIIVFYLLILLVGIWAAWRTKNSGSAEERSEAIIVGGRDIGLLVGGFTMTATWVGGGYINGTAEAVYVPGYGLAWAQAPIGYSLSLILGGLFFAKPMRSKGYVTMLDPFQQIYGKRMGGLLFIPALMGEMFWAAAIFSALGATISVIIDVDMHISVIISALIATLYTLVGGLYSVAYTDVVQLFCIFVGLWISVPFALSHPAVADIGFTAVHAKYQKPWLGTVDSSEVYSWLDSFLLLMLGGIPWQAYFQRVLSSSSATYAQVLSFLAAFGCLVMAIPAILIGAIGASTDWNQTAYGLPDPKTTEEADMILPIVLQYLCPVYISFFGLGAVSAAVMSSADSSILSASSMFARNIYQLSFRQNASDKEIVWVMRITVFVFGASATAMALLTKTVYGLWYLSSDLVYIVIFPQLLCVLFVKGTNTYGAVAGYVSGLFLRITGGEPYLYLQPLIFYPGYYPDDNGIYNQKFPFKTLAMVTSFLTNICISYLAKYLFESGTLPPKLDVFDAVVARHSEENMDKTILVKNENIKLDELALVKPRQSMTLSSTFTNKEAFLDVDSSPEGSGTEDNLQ
Kir21 inh: inhibitors of mouse Kir2.1 inward-rectifier potassium channel | P35561 | HEK293-Kir2.1, FluxOR thallium flux fluorescence; hits give low values | B-score at 10 µM | 310,000 tested, 0.85% active | AID 1672;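 active = fluorescence ratio B-score at or below minus 3 SD of library scores, with starting-brightness B-score within 2 SD, cut at about -4.2 in these data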;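 note: channel flux triggered by added potassium and thallium sulfate stimulus; B-score of peak minus minimum fluorescence over baseline after thallium stimulus; more negative B-score means stronger Kir2.1 block with less thallium influx; some compounds called inactive have numbers as strong as hits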
Target sequence (P35561 whole entry, looked up): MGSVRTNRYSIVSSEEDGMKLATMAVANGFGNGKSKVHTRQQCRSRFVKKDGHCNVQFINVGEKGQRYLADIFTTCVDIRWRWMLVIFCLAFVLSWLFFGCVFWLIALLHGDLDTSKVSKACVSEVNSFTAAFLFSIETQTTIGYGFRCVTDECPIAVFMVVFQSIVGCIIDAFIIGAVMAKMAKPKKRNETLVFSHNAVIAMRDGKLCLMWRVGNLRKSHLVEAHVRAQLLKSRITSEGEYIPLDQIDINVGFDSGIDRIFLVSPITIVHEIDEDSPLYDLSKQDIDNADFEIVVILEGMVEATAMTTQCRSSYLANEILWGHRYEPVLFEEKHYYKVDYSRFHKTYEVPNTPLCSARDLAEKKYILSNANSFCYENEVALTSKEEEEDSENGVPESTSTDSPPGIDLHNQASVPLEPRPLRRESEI
* = called active by the depositor; i = inactive; · = no result given.

compound	CHT inh	Kir21 inh
Cc1nnc(SCC(=O)Nc2ccc3c(c2)OCO3)n(N)c1=O	i	-1.62
Cc1cccc(/C=C/c2onc(C)c2[N+](=O)[O-])n1	i	-0.8
CCOc1ccc(S(=O)(=O)N(C)c2ccc(OCC(=O)NCc3ccc(C(=O)OC)cc3)cc2)cc1	i	-0.92
Cc1ccc(S(=O)(=O)Nc2cc(Cl)c(O)cc2C)cc1	i	-5.58*
COc1ccc(CCNC(=O)c2ccc(Cl)nc2)cc1	i	-0.04
CC(C)CC(=O)Nc1cccc(-c2csc(-c3ccccc3)n2)c1	i	-0.47
CCOC(=O)c1cc(OC(=O)c2cccs2)n(-c2ccccc2)n1	i	·
C=C(C)Cn1c(CCCNC(=O)C(C)(C)C)nc2ccccc21	i	-0.83

Going on with the list:
compound	CHT inh	Kir21 inh
O=C(CCCn1cnc([N+](=O)[O-])n1)Nc1cccc(O)c1	i	0.34
COc1ccc(CN(C(=O)CSc2nnc(-c3ccccc3C)o2)c2ccc(F)cc2)cc1	i	0.39
CCOC(=O)/C(C(N)=NCCO)=C(/O)c1ccccc1	i	-4.02
CC(C)(C)C1(C)OC(=O)C(=Cc2ccc(OCC(=O)Nc3ccccc3)cc2)C(=O)O1 (stereo not given)	i	0.58
O=C(C[n+]1cccc(C(=O)Nc2ccccc2)c1)c1ccc([N+](=O)[O-])cc1	i	0.22
CCCCN1C(=O)/C(=C2/Sc3ccc(Cl)cc3N2CC)SC1=S	i	1.83
CCc1nnc2n1N=C(c1ccc(OC)cc1)CS2	i	0.8
CCOC(=O)c1cccc(NC(=O)CCc2ccccc2)c1	i	-0.83

(cont.)
compound	CHT inh	Kir21 inh
COc1ccc(OCC(=O)Nc2c(C(=O)N3CCC(N4CCCCC4)CC3)oc3ccccc23)cc1	i	-1.76
COCCN(C(=O)c1ccco1)c1nc(-c2ccccc2)cs1	i	0.19
CC(C)Cc1cc(CNC(=O)C2CCC(=O)N(CCc3cccc(F)c3)C2)on1 (stereo not given)	i	-0.55
O=C(CSc1nc(-c2ccc(F)cc2)cs1)N1CCc2ccccc21	i	-1.51
Cc1cc(-n2ccnc2)n2c(nc3ccccc32)c1C#N	i	-1.59
O=C(CSc1nnc(CNC(=O)c2cccs2)o1)NC1CCCCC1	i	-0.62
COc1ccc(CNC(=O)Nc2cccc(Cl)c2)cc1	i	1.37
CCN(CC)S(=O)(=O)c1ccc(N2CCOCC2)c(NC(=O)c2cc(=O)[nH]c3ccccc23)c1	i	-0.66

Next part.
compound	CHT inh	Kir21 inh
COc1cc(OC)c2c(=O)c(OC)c(-c3ccc(OC)c(OC)c3)oc2c1	i	0.42
CC(C)CC(CO)N1CCN(C(=O)c2cccc(Cl)c2)CCC1=O (stereo not given)	i	0.71
COCCNC(=O)c1cccc(OC2CCN(Cc3ccccc3C)CC2)c1	i	-0.13
COc1ccc(Cn2nnnc2C(c2ccccc2OC)N2CCC(C(N)=O)CC2)cc1 (stereo not given)	i	-0.27
CSc1nnc(-c2sc3cc(C(F)(F)F)cnc3c2-c2cccnc2)n1C	i	0.69
Cc1noc(C)c1COC(=O)c1cccc(S(=O)(=O)N2CCCCCC2)c1	i	·
Cc1nc(NNC(=O)c2ccccc2)cc(-c2ccccc2)n1	i	-0.25
O=C(NCCc1ccc(Cl)cc1)/C(=C/c1cccnc1)NC(=O)c1ccccc1	i	0.29

Later entries
compound	CHT inh	Kir21 inh
COc1ccc(OC)c(N(CC(=O)Nc2ccc3c(c2)OCO3)S(=O)(=O)c2ccccc2)c1	i	0.73
COc1ccc(CNC(=O)CCCc2ccccc2)cc1	i	0.16
CCc1ccc(S(=O)(=O)NCc2csc(-c3ccccc3)n2)s1	i	-6.29*
CC(C)CNC(=O)COC(=O)c1cc(S(=O)(=O)N(C)C)ccc1N1CCCC1	i	0.6
CCOc1ccc(S(=O)(=O)N2CCOCC2)cc1NC(=O)CSCc1c(C)noc1C	i	0.22
CCOc1ccc(N(CC(=O)NC(C)(C)C)S(=O)(=O)c2c(C)noc2C)cc1	i	-0.23
COc1ccc(NC(=O)C(CC(C)C)NC(=O)c2ccccc2C)cn1 (stereo not given)	i	1.4
COc1ccc(C(=O)CN2CCN(CCN3C(=O)c4cccc5cccc(c45)C3=O)CC2)cc1	i	0.03

Four entries from above, with each value named.
COc1ccc(CNC(=O)CCCc2ccccc2)cc1
  CHT inh: i
  Kir21 inh: 0.16
CCc1ccc(S(=O)(=O)NCc2csc(-c3ccccc3)n2)s1
  CHT inh: i
  Kir21 inh: -6.29*
CC(C)CNC(=O)COC(=O)c1cc(S(=O)(=O)N(C)C)ccc1N1CCCC1
  CHT inh: i
  Kir21 inh: 0.6
CCOc1ccc(S(=O)(=O)N2CCOCC2)cc1NC(=O)CSCc1c(C)noc1C
  CHT inh: i
  Kir21 inh: 0.22

Next part:
compound	CHT inh	Kir21 inh
O=C(O)CSc1nnc(-c2ccc(Cl)cc2)n1-c1ccccc1	i	0.01
COc1ccc(NC(=O)CC2CCCC2)cc1S(=O)(=O)N1CCCCC1	i	-0.59
COc1ccc(NC(=S)NCCNC(C)=O)cc1	i	0.96
Cc1ccc(C(=O)NCC(=O)OC(C)C(=O)Nc2ccc(N3CCOCC3)cc2)s1 (stereo not given)	i	-0.42
CCc1cc2c3c(c1)C1(C(=O)N3C(C)(C)CC2C)C(C#N)=C(N)N2C(=C1C#N)Nc1ccccc12 (stereo not given)	i	-0.8
Cc1cc(Nc2ccc(C(C)C)cc2)n2ncnc2n1	i	0.2
COCCNC(=O)c1cnn2c(C(F)(F)F)cc(-c3ccc(C)cc3)nc12	i	-0.07
COc1ccc(NC(=O)CC(=O)Nc2ccc(OC)cc2OC)c(OC)c1	i	0.45

Other records.
compound	CHT inh	Kir21 inh
CC(C)(C)OC(=O)N1CCOCCOCCN(C(=O)OC(C)(C)C)CCOCCOCC1	i	2.55
CCn1c(SCc2cccnc2)nnc1-c1c[nH]c2ccccc12	i	-0.64
Oc1c(Cl)cc(Cl)cc1CNc1ccc(Br)cn1	i	-0.16
O=C(Nc1nnc(-c2ccccn2)o1)c1ccc(Br)cc1	i	1.25
COc1cccc2c(=O)c3c([nH]c12)OC(C)(C)C3	i	1.36
CCCc1cc(=O)oc2cc(OC(C)C(=O)NCc3ccccn3)c(Cl)cc12 (stereo not given)	i	0.87
COc1ccc(N2CCC(CNC(=O)Nc3ccccc3)C2)cc1 (stereo not given)	i	-0.87
COc1ccc(OCC(=O)Nc2cc(S(=O)(=O)N3CCCCC3)ccc2OC)cc1	i	1.67

(list continues)
compound	CHT inh	Kir21 inh
COc1ccccc1CN1CCNC(=O)C1CC(=O)NC1Cc2ccccc2C1 (stereo not given)	i	-1.21
O=C(CNC(=O)c1ccc(OC(F)F)cc1)NC1CCCc2ccccc21 (stereo not given)	i	-0.49
Nc1nc(N)c2c(n1)CCCC2	i	-0.45
COc1ccc(C(=S)N2CCOCC2)cc1OC(=O)c1cc(OC)c(OC)c(OC)c1	i	-0.12
O=C1C(=O)N(Cc2cccnc2)C(c2ccc(Br)cc2)/C1=C(\O)c1ccc2c(c1)OCCO2 (stereo not given)	i	1.21
COc1ccc(-c2noc(-c3ccccc3C(=O)N3CCOCC3)n2)cc1	i	0.14
CC(C)(C)c1cnnn1-c1ccc([N+](=O)[O-])cc1	i	0.68
O=C(COC(=O)c1ccccn1)NC1CCCCC1	i	0.59

Following part:
compound	CHT inh	Kir21 inh
CC1CCCN(C(=O)Cn2c(=O)oc3cc(S(=O)(=O)N4CCCCC4)ccc32)C1 (stereo not given)	i	·
Cc1nn2cc(-c3ccc(Cl)cc3)cnc2c1Br	i	0.09
CCN1CCN(S(=O)(=O)CC2(C)C3CCC2(C)C(=O)C3Br)CC1 (stereo not given)	i	0.02
O=C(NCc1cn2ccccc2n1)C1CCC(=O)N(Cc2ccccc2F)C1 (stereo not given)	i	-0.35
O=C(O)CC1CCCC(c2ccccc2)C1=O (stereo not given)	i	1.89
O=C(CN(C(=O)c1nsc(Cl)c1Cl)c1cccc(F)c1)NC1CCCC1	i	0.67
COc1cc2c(C(=O)NCc3ccc4c(c3)OCO4)cn(CC(C)C)c(=O)c2cc1OC	i	1.86
O=C1NC(c2ccc(Cl)c([N+](=O)[O-])c2)Nc2ccccc21 (stereo not given)	i	1.68

(listing goes on)
compound	CHT inh	Kir21 inh
Cc1ccccc1NC1=NS(=O)(=O)c2ccccc21	i	-0.02
CC1(C)Cc2c(sc(NC(=O)C(=O)N3CCCCC3)c2C(=O)O)CO1	i	0.89
CN(C)C(=O)c1ccc(NC(=O)CC2SC(N3CCCC3)=NC2=O)cc1 (stereo not given)	i	1.92
NNC(=O)C1SCCN1S(=O)(=O)c1ccc(Cl)cc1 (stereo not given)	i	0.21
CC1CCCCC1NC(=O)CSc1nncs1 (stereo not given)	i	0.03
COC(=O)C1=C(C)NC(=O)CC1c1ccccc1 (stereo not given)	i	-0.5
COc1cc(/C=N/NC(=O)c2ccc(N)cc2)ccc1OC(=O)c1cccc(C)c1	i	0.15
Cc1ncoc1C(=O)N1CCCC(C(=O)c2ccc3c4c(cccc24)CC3)C1 (stereo not given)	i	-2.51

(continued)
compound	CHT inh	Kir21 inh
CCCCOc1ccc(C2NC(=O)NC(C)=C2C(C)=O)cc1OCC (stereo not given)	i	-0.55
O=C(CSc1nnc(NC(=O)C2CC2)s1)NCc1ccccc1Cl	i	2.1
C(=N\n1cnnc1)/c1ccc2c(c1)OCCO2	i	-0.15
NS(=O)(=O)c1ccc(NC2(C(=O)O)CCCC2)cc1	i	-0.42
CCNc1nc(NC(C)C)nc(ON=C(C)C)n1	i	0.15
C=CCNC(=O)/C(C#N)=C/c1c(N2CCCCCC2)nc2ccccn2c1=O	i	0.05
Cc1ccc(C)c(OCc2nnc(N)s2)c1	i	-0.28
CC1(C)CC(NC(=O)c2cccc(S(=O)(=O)N(Cc3ccccc3)c3ccccc3)c2)CC(C)(C)N1	i	-1.63

Further entries follow:
compound	CHT inh	Kir21 inh
COc1cccc(C(=O)NC2CCN(C(=O)N3c4ccccc4Sc4ccccc43)CC2)c1	i	-0.11
CC(C)(C)c1cc(CNC2CS(=O)(=O)C[C@@H]2O)cc(C(C)(C)C)c1O (stereo not given in full)	i	0.91
COCCn1c(=O)[nH]c2cc(C(=O)NCCCN3CCN(c4ccc(F)cc4)CC3)ccc2c1=O	i	1.71
O=C(OCc1nc2ccccc2s1)c1ccc(Br)s1	i	-0.02
Cc1occc1C(=O)Nc1cc(C(C)(C)C)on1	i	2.11
O=C(c1cnsn1)N1CCN(c2ccccc2)CC1	i	·
CN1CCC(C2(O)c3ccccc3CSc3sccc32)CC1 (stereo not given)	i	·
CC1CCCC(C)N1C(=O)CSCc1ccc(Cl)cc1 (stereo not given)	i	-4.94*

Next part
compound	CHT inh	Kir21 inh
O=C(CN(c1ccccc1)S(=O)(=O)c1ccc(F)cc1)NC1CCS(=O)(=O)C1 (stereo not given)	i	1.22
COc1ccc(Cc2noc(-c3ccc(OC)c(OC)c3)n2)cc1OC	i	-1.36
CCCC(=O)Nc1ccc(C(=O)N/N=C/c2ccc[nH]2)cc1	i	-1.25
CCC(C(=O)Nc1cccnc1)c1ccccc1 (stereo not given)	i	0.51
COc1ccc(CCNC(=O)C2CC(c3cc(C(F)(F)F)cc(C(F)(F)F)c3)=NO2)cc1 (stereo not given)	i	-1.42
CC(C)(C)NC(=O)Cn1c(SCC(=O)NCc2cccs2)nc2ccccc21	i	0.35
Cc1cc(C(=O)Cn2ncc(Cl)c(Cl)c2=O)c(C)n1CC(F)(F)F	-5.61*	-0.91
Cc1nc(N2CCC(C)CC2)c2nnn(Cc3ccccc3)c2n1	i	-0.03

The listing continues:
compound	CHT inh	Kir21 inh
CCn1c2ccccc2c2cc(NC(=O)C3CCN(S(=O)(=O)c4cccs4)CC3)ccc21	i	-0.15
C=CCn1c(N(C)C)nc2c1c(=O)[nH]c(=O)n2C	i	-1.09
Cc1ccc(-c2nnn(CC(=O)N(CCO)C(C(=O)NC3CCCCC3)c3ccncc3)n2)o1 (stereo not given)	i	0.75
CNc1nnc(-c2ccc(N(C)C)cc2)s1	i	·
CCCCn1c2c(c(=O)n(C)c1=O)C(c1ccc(OC)cc1)N1CCCCCC1=N2 (stereo not given)	i	1.15
CCCN(CCC)Cc1c(C(=O)N/N=C/c2ccsc2)nnn1-c1nonc1N	i	-2.16
CC1(C)CC(=O)C=C(N2CCNCC2)C1	i	1.85
O=C(c1cnc2sccn2c1=O)N1CCN(c2ccccc2Cl)CC1	i	2.05

Going on with the list.
compound	CHT inh	Kir21 inh
COCCCNC(=S)N1CCN(C(=O)c2ccco2)CC1	i	0.12
CSCCOC(=O)c1[nH]c2c(c1C)C(=O)CC(c1ccco1)C2 (stereo not given)	i	2.24
COc1ccc(OC)c(S(=O)(=O)Nc2ccc(Oc3ccccc3)cc2)c1	i	-1.14
CSc1nc(Oc2ccc(F)cc2)c2ccccc2n1	i	0.11
O=C1CC(N2CCCCCC2)C(=O)N1c1ccc2c(c1)OCO2 (stereo not given)	i	-0.82
Cc1ccc(NC(=O)Cc2nc(CSc3nnc(-c4ccc5c(c4)OCO5)o3)cs2)cc1	i	0.55
O=C(CC(c1ccccc1)c1ccccc1)Nc1ccc(O)cc1	i	-0.58
O=C(c1cc(-c2cccs2)on1)N1CCN(c2ccc(F)cc2)CC1	i	2.52
O=C(Nc1cccc2ccccc12)c1ccccc1Cl	i	-0.95
CCOC(=O)c1cc(-c2ccc(OC)cc2F)nc2c1c(C)nn2CCC#N	i	2.04

Random draw from the library; any-hit rate near 1.6%.
